Source: PubChem BioAssay
MazF activator: increases E. coli MazEF RNase cleavage of RNA. P0AE70. FAM/BHQ RNA-DNA oligo cleavage fluorescence, 5 h. activation, % at 20 µM. 350,000 compounds, 0.32% hits. AID 504720; in the data active = activation above about 50%
Target sequence (P0AE70 whole entry, looked up): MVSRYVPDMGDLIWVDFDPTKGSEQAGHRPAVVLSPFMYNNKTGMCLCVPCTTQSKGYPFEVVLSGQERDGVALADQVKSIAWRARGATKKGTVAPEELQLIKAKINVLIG
Rv3671c protease: Rv3671c (M. tuberculosis) protease inhibition | P9WHR9 | inhibition, % at 5.96 µM | 320,000 compounds, 0.048% hits | AID 2606; in the data active = inhibition above about 38%;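 also: extracellular domain of Rv3671c used as enzyme; 0% = enzyme with DMSO and 100% = no enzyme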
Target sequence (P9WHR9 whole entry, looked up, the tested form may be a part): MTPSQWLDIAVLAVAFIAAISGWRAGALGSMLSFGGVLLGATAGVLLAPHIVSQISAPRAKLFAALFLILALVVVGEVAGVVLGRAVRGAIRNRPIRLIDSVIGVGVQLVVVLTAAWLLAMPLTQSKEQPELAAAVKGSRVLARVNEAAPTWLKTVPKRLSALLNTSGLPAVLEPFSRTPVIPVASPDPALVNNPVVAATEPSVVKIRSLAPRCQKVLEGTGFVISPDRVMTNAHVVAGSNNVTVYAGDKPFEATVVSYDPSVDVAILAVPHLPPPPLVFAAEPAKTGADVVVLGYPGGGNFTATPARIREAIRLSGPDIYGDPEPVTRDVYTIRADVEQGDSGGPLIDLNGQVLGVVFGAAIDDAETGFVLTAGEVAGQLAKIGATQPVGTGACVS
SARS 3CLpro inh: SARS-CoV 3CLpro protease inhibition. inhibition, % at 6 µM. recombinant SARS-CoV 3CLpro, quenched FRET peptide cleavage. 290,000 compounds, 0.14% hits. P0C6X7; in the data active = inhibition above about 12%
VHR inh abs: blocks human VHR1 dual specificity phosphatase. P51452. recombinant VHR phosphatase, pNPP absorbance. inhibition, % at 13.3 µM. 290,000 compounds, 0.52% hits. AID 1654; in the data active = inhibition above about 50%; also: some compounds called inactive have numbers as strong as hits
Target sequence (P51452 whole entry, looked up): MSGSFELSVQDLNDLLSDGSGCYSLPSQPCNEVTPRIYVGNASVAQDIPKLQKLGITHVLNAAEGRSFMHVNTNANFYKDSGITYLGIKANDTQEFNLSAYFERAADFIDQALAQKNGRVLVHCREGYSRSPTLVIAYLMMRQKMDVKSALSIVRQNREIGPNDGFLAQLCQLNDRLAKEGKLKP
Anthrax LF inh2: inhibitors of Bacillus anthracis lethal factor protease | multiplex microsphere protease cleavage assay, LF | inhibition, % at 10 µM | 360,000 compounds, 0.12% hits | AID 588501; also: plate controls were buffer without enzyme for full effect and enzyme alone for no effect
PriA SSB inh: K. pneumoniae PriA-SSBct interaction inhibition | AlphaScreen SSBct-PriA binding, biotinylated peptide | inhibition, % at 33 µM | 430,000 compounds, 0.6% hits | AID 1272365; in the data active = inhibition mostly above about 37%, no sharp cut-off; inactive = mostly below about 20%;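 also: plate controls were negative control peptide for no effect and reference peptide for full effect; strong numbers were not always called active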
PrPC TRFRET: cell surface PrPC inhibition, primary TR-FRET screen. P04156. TR-FRET read-out. inhibition, % at 13.8 µM. 370,000 compounds, 0.43% hits. AID 720596; in the data active = inhibition above about 24%; also: 0% = median of the test wells and 100% = reference compound wells
CCHF vOTU inh: CCHFV vOTU protease inhibition | 370,000 compounds, 0.55% hits | inhibition, % at 11.5 µM | Pep-AMC fluorescence; in the data active = inhibition above about 30%; also: 0% = vehicle wells with enzyme and 100% = no enzyme wells
BoNT A protease: BoNT A light chain protease inhibition; multiplex microsphere protease substrate cleavage, flow cytometry; 360,000 compounds, 0.17% hits; inhibition, % at 10 µM; AID 588499; also: plate controls were buffer without enzyme for full effect and enzyme alone for no effect
BoNT-F LC inh: BoNT F light chain protease inhibition; Multiplex microsphere protease cleavage assay, flow cytometry; inhibition, % at 10 µM; 360,000 compounds, 0.22% hits; AID 588497; in the data active = inhibition above about 35%, passing the limit was not always enough; inconclusive = no clear call, values can overlap the other calls; also: plate controls were buffer without enzyme for full effect and enzyme alone for no effect
An asterisk follows results filed as active; ? = inconclusive; nt = no result given. Rule as the data show it, unless noted: active = inhibition above about 30%; inconclusive = no clear call, values can overlap the other calls; inactive = below that. This is a subset; rates above refer to the full screens.

Compound,MazF activator,Rv3671c protease,SARS 3CLpro inh,VHR inh abs,Anthrax LF inh2,PriA SSB inh,PrPC TRFRET,CCHF vOTU inh,BoNT A protease,BoNT-F LC inh
O=C(N/N=C/c1ccccn1)c1cc(-c2ccc(Br)s2)[nH]n1,39.1,-13.0,0.9,1.9,-1.7,nt,1.5,-2.3,-0.1,5.4
CCOC(=O)C12C(=O)OCC1C2c1ccccc1 (centres undefined),nt,nt,nt,nt,-4.7,nt,-0.3,-4.7,-0.1,-6.1
O=C(N/N=C/C=C/c1ccc(Br)cc1)C(O)c1ccccc1 (centres undefined),1.4,-15.3,-1.9,-0.8,1.8,nt,-2.9,5.3,0.2,0.6
CCOC(=O)COc1ccc2c(c1)C(=O)CC(C)(C)O2,-2.3,-3.8,-9.0,3.8,-4.2,-17.8,-5.5,-149.5,4.4,4.6
COc1ccc(CNC(=O)C(C)n2nc(C)c3c(C)n(-c4ccc(C)cc4)nc3c2=O)cc1 (centres undefined),11.2,-2.0,1.8,-12.9,-0.6,-3.9,2.8,-2.9,-0.8,0.6
C[C@@H]1C=CC(=O)O[C@@H]1c1ccc(Cl)cc1,2.3,-4.8,-5.8,20.5,nt,-2.1,2.4,1.9,nt,nt
CSCCC(NS(=O)(=O)c1ccc2c(c1)oc(=O)n2C)C(=O)NCc1cccs1 (centres undefined),5.2,-6.8,3.2,32.6,-0.5,-9.7,-3.1,21.2,-0.6,-4.6
Cc1cc(C)nc(N(C#N)C(C)C(=O)N(C)C)n1 (centres undefined),3.1,-11.2,3.0,-4.7,-3.0,-13.3,-0.7,-3.6,-0.8,-3.0
O=C(O)CC(NC(=O)CCc1ccccc1)c1ccc(Cl)cc1 (centres undefined),0.8,-7.3,0.2,20.1,12.0,-2.5,1.8,2.6,-3.1,-4.5
CN(Cc1ccccc1)Cc1nc2c(c(=O)n(C)c(=O)n2C)n1CCc1ccccc1,2.6,-7.9,1.4,nt,-3.1,-16.9,-1.6,-15.6,-0.6,-5.3
COc1ccc(NC(=O)CC2C(=O)N(C)C(=S)N2Cc2cccs2)cc1 (centres undefined),-1.5,-4.8,-4.3,2.6,0.3,-14.3,5.1,4.6,-2.3,-21.2
Cc1nn(C)c(Cl)c1CN1CCN(C2CCCC2)C(CCO)C1 (centres undefined),-5.0,2.6,5.6,3.1,-0.1,-1.7,0.2,-10.9,-0.2,-0.2
CCNc1ccc(C(=O)N/N=C/c2c(C)nn(-c3ccccc3)c2N2CCCC2)cc1[N+](=O)[O-],6.0,14.3,-2.8,1.3,-1.1,nt,-2.2,5.9,-0.3,-4.7
COc1ccc2c(=O)c3c(=O)n(Cc4ccco4)c(-c4ccc(C)cc4)nc3oc2c1,-7.5,-0.2,2.8,22.1,11.6,6.2,6.5,4.2,1.2,6.0
CCOc1ccc(-n2c(C)cc(/C=N/NC(=O)C(N)=O)c2C)cc1,8.7,4.7,-1.1,14.9,-5.9,nt,4.5,-0.4,-2.6,-10.2
C=CCNC(=S)Nc1cc(S(=O)(=O)N2CCOCC2)ccc1-n1cncn1,6.6,0.6,3.3,-8.8,-3.0,-12.3,-3.0,5.7,-0.9,-8.6
O=C(NCc1ccc(Cl)cc1)c1cccc(NC(=O)c2ccccc2)c1,-1.0,-39.7,3.3,-6.7,-2.3,2.4,31.5*,4.1,0.2,0.7
CCOC(=O)c1ccccc1NC(=O)CC1SC(=NC)N(C)C1=O (centres undefined),1.7,-4.2,0.9,-24.0,-0.1,-2.1,-4.9,2.5,-0.2,-6.2
CS(=O)(=O)N(CC(=O)NCc1ccncc1)c1cc(Cl)cc(Cl)c1,4.6,-2.5,2.4,17.7,3.9,-11.6,-2.7,-9.8,1.3,4.9
Cc1ccc(C)c(SCC(=O)Nc2oc(C)c3c(C)n[nH]c(=O)c23)c1,1.6,5.7,nt,nt,-6.3,-7.9,2.0,12.0,-0.4,-10.3
COc1ccc(-c2csc(C(O)c3ccc(F)cc3)n2)cc1 (centres undefined),nt,nt,nt,nt,-5.5,nt,-0.9,-8.9,-0.1,-2.3
CCCn1c(SCC(=O)N2CCc3ccccc32)nnc1-c1ccco1,-5.7,2.0,-1.5,-2.6,-2.8,-17.2,9.8,0.3,-0.5,?
CCCc1nnc(NC(=O)c2cn(CC)c3cc(N4CCN(C)CC4)c(F)cc3c2=O)s1,23.0,-1.6,1.4,13.6,1.8,-6.8,-7.5,-1.3,1.6,?
COc1c(C(=O)Nc2ccc3[nH]c(=O)[nH]c3c2)cc2ccccc2c1Br,2.2,-8.4,2.2,66.1,3.5,-15.0,-12.1,-8.8,-1.4,-0.5
Cc1ccc(NC(=S)NCCSc2ccc(Cl)cc2)cc1,4.2,0.1,8.7,22.3,-0.1,-5.3,-0.3,-8.8,-0.5,-0.5
O=C(NCc1cccs1)c1cccnc1SCCS(=O)(=O)c1ccc(C(F)(F)F)cn1,4.4,5.7,-1.8,-23.7,nt,-1.2,-4.5,-12.2,nt,nt
CSc1sc(-c2nnc(SCC(=O)Nc3ccccc3)n2C)c2c1C=CCC2,0.8,0.5,-1.2,10.1,?,-13.9,-5.2,6.8,6.3,10.4
COc1ccc(S(=O)(=O)N(CC(=O)NCC2CCCO2)Cc2ccccc2)cc1C (centres undefined),-7.7,-0.9,-0.2,35.7,1.6,-6.7,1.7,21.9,-2.5,-4.0
CCOC(=O)c1sc(NC(=O)c2ccc(S(=O)(=O)N3CCOCC3)cc2)cc1C,0.4,-73.1,-3.7,23.2,0.0,-17.2,-6.3,-3.0,-0.7,-3.4
CC(C)c1ccc(NC(=O)Nc2nc(C(N)C3CCCCC3)cs2)cc1 (centres undefined),nt,nt,nt,nt,-4.7,nt,6.4,23.6,-0.5,-29.1

Continued, starting with the last 3 of the part before.
Compound,MazF activator,Rv3671c protease,SARS 3CLpro inh,VHR inh abs,Anthrax LF inh2,PriA SSB inh,PrPC TRFRET,CCHF vOTU inh,BoNT A protease,BoNT-F LC inh
COc1ccc(S(=O)(=O)N(CC(=O)NCC2CCCO2)Cc2ccccc2)cc1C (centres undefined),-7.7,-0.9,-0.2,35.7,1.6,-6.7,1.7,21.9,-2.5,-4.0
CCOC(=O)c1sc(NC(=O)c2ccc(S(=O)(=O)N3CCOCC3)cc2)cc1C,0.4,-73.1,-3.7,23.2,0.0,-17.2,-6.3,-3.0,-0.7,-3.4
CC(C)c1ccc(NC(=O)Nc2nc(C(N)C3CCCCC3)cs2)cc1 (centres undefined),nt,nt,nt,nt,-4.7,nt,6.4,23.6,-0.5,-29.1
Cc1ccc(/C=C2\SC(=S)N(C3CCS(=O)(=O)C3)C2=O)cc1 (centres undefined),-14.6,10.6,-0.5,24.9,-3.7,5.6,3.4,18.2,1.7,2.6
CCOC(=O)CC12CN3CN(C1)CC(CC(=O)OCC)(C3)C2=O,-5.0,5.6,-2.7,-7.7,-2.0,0.2,-6.8,-17.9,-0.1,-5.7
COc1ccc(NC(=O)CC2C(=O)Nc3ccccc3N2CC(=O)N2CCCC2)cc1 (centres undefined),-2.6,-0.3,nt,nt,5.0,6.9,7.4,4.0,-1.1,-2.7
O=C1NCC(c2ccccc2)C1C(=O)N/N=C/c1ccc(Cl)s1 (centres undefined),7.4,-0.9,2.8,15.1,-2.1,nt,-13.3,6.7,0.4,1.3
COC(=O)C(Cc1ccccc1)NC(=O)CNC(=O)c1ccc(Br)cc1 (centres undefined),-28.2,-3.3,0.1,24.0,-2.3,7.9,6.3,23.6,0.3,-4.6
CSc1nnc(-c2sc3cc(Cl)ccc3c2Cl)n1C,-6.4,9.4,1.0,15.6,-1.1,-2.9,-7.7,8.6,0.2,0.9
CCc1nc2ccc(C(=O)Nc3cccc(OC)c3)cn2c1N(CCC(C)C)CCN(C)C,nt,nt,nt,nt,-1.7,nt,-8.3,3.1,-0.9,3.0
COc1ccc(CC(=O)NC2CC(C)(C)NC(C)(C)C2)cc1,1.2,-2.9,1.1,-13.6,-5.2,-8.3,-4.0,7.5,0.0,1.1
C/C=C/c1cccc(-c2nc(C(=O)NC3CCCC3)cc3c2[C@@H](CCO)N(S(=O)C(C)(C)C)C3)c1 (some centres undefined),nt,nt,nt,nt,-2.5,nt,7.1,-0.9,0.7,-13.7
COc1cccc(NC(=O)NC2(C(=O)N3CCN(C)CC3)CCCCC2)c1,11.9,-0.8,-11.6,-5.5,6.8,-6.0,-3.0,7.0,-3.4,-22.6
O=C(/C=C/[C@H]1O[C@@H](n2ccc(=O)[nH]c2=O)[C@H](O)[C@@H]1O)NCc1ccco1,nt,nt,nt,nt,-7.4,nt,-2.5,5.1,-0.7,6.7
Cc1ccc(S(=O)(=O)NC(CC(C)C)C(=O)N2CCOCCOCCOCCOCC2)cc1 (centres undefined),2.3,-2.0,0.2,1.1,3.4,-2.6,-0.6,0.0,-3.6,6.4
OCC#CC[N+]1(CC#Cc2ccccc2)CCOCC1,6.5,5.1,-0.4,-25.2,0.3,-3.7,4.8,3.4,0.4,4.0
Cc1csc(SC(C)C(=O)Nc2ccc(S(=O)(=O)N3CCCC3)cc2)n1 (centres undefined),-4.7,-0.2,-3.0,7.2,0.4,-5.9,5.3,4.5,-1.4,-12.5
O=C(OCc1nc2ccccc2s1)c1cccc(S(=O)(=O)N2CCOCC2)c1,6.5,6.9,-3.1,-15.2,-5.4,-13.3,2.5,13.5,-0.1,-1.4
CCCc1ccc(-c2cc(NC(=O)CSc3n[nH]c(N)n3)n(-c3ccccc3)n2)cc1,-9.2,-15.6,5.6,19.4,1.7,10.0,0.8,2.2,-0.8,0.9
Cc1ccc2cc(CN(CC3CCCO3)C(=S)NCc3ccco3)c(=O)[nH]c2c1 (centres undefined),2.9,4.0,5.5,11.1,-2.4,0.2,3.1,1.6,0.0,-5.7
CN1OC[C@@H]2CN(C(=O)c3ccc(-c4ccccc4)cc3)[C@H](c3ccc(-c4cccc(F)c4)cc3)C[C@@H]21,-10.4,nt,nt,nt,-8.3,nt,-1.2,1.1,-0.4,-4.9
O=C(Cn1cc([N+](=O)[O-])ccc1=O)Nc1ccc2c(c1)OCO2,8.2,3.6,nt,nt,-11.1,-2.5,2.0,-4.8,0.1,-5.9
